Source: PubChem BioAssay
TRHR ag: qHTS for Small Molecule Agonists and Allosteric Enhancers of Human TRH Receptor: Primary Screen for Agonists | AID 493084, 2011 | actives 0.18% (n = 360,000) | TRHR cells, calcium flux fluo-8, FDSS agonist mode | Thyrotropin-releasing hormone receptor (Homo sapiens), P34981 | activation, % at 2 µM; in the data active = activation above about 30%; note: 0% is about no effect
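Steps: seed TRHR cells overnight; add fluo-8 no-wash Ca dye, RT 30 min–1.5 h; record 10 s baseline; pin-transfer compounds; monitor fluorescence 1 cycle/s for the agonist window. Calcium increases flag candidate agonists.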
APE1 inh: qHTS Assay for Inhibitors of the Human Apurinic/apyrimidinic Endonuclease 1 (APE1); DNA repair nuclease/redox regulator APEX1 (Homo sapiens), P27695; recombinant APE1, TAMRA/BHQ-2 abasic DNA cleavage fluorescence; Potency, µM (doses to about 65.8 µM), for inactives: at the top dose activity change, negative = inhibition, hits mostly inhibitors; actives 0.35% (n = 350,000); AID 2517, 2012;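 note: potency is the fitted concentration of half-maximal effect; plate controls were vehicle for no effect and reference inhibitor for full effect; nearly all actives have a fitted effect of over 55% in size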
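Substrate: short duplex with […] THF abasic site, 5'-TAMRA and 3'-BHQ-2, 50 nM final. APE1 at 0.75 nM, preincubated 15 min RT with compound. Fluorescence increase from first to third read measured activity.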
Pol beta inh: qHTS Assay for Inhibitors of DNA Polymerase Beta | Pol beta primer extension/strand displacement, fluorescence kinetic | Potency, µM (doses to about 114 µM), without a hit: at the highest dose activity change, negative = inhibition, most hits filed as inhibitors | P06746 | actives 1.3% (n = 340,000); note: potency is the fitted concentration of half-maximal effect; % is set by controls: 0 for no effect and ±100 for the full control effect
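Homogeneous kinetic assay of primer extension and strand displacement by 10 nM Pol beta, preincubated 15 min at room temperature with compound before 50 nM substrate (final) was added. Read at 0 and 10 min; four-parameter Hill fit.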
Pol iota inh: qHTS for Inhibitors of Polymerase Iota. AID 588590, 2011. Pol iota fluorescent replication assay, 10 min. actives 1% (n = 390,000). Potency, µM (doses to about 115 µM), for the others: top-dose activity, negative = inhibition, usual class: inhibitors; note: potency is the fitted concentration of half-maximal effect
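Fluorescent replication assay read twice, at 0 min and 10 min after adding 50 nM (final) substrate. Enzyme (10 nM) and compounds were first incubated 15 min at room temperature; enzyme-free buffer wells were negative controls.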
Anesthetic bind: qHTS Assay for Identification of Novel General Anesthetics | apoferritin/1-aminoanthracene competitive binding, fluorescence | actives 0.074% (n = 350,000) | Potency, µM (titrated, usually from 77.5 µM), inactives show at the top dose activity change, negative = displacement, most hits filed as inhibitors | Ferritin light chain (Equus caballus), P02791; note: potency is the fitted concentration of half-maximal effect; % is set by controls: 0 for no effect and ±100 for the full control effect; nearly all actives have a fitted effect of over 20% in size
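Horse-spleen apoferritin (10 uM) was mixed with 50% saturated 1-aminoanthracene in PBS, exposed to compounds for 10 min at room temperature, and read for fluorescence (ex 380 nm, em 535 nm). Competitive displacement was fitted with a four-parameter Hill equation.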
BLM inh: qHTS Assay for Inhibitors of Bloom's syndrome helicase (BLM); Potency, µM (series often up to 56.1 µM), without a hit: at the highest dose activity change, negative = inhibition, actives largely listed as inhibitors; RecQ-like DNA helicase BLM (Homo sapiens), P54132; actives 0.2% (n = 350,000); recombinant BLM DNA unwinding, fluorescence dequenching; AID 2528, 2010;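 note: potency is the fitted concentration of half-maximal effect; plate controls were vehicle for no effect and no enzyme for full effect; nearly all actives have a fitted effect of over 35% in size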
Target sequence (P54132 whole entry, looked up): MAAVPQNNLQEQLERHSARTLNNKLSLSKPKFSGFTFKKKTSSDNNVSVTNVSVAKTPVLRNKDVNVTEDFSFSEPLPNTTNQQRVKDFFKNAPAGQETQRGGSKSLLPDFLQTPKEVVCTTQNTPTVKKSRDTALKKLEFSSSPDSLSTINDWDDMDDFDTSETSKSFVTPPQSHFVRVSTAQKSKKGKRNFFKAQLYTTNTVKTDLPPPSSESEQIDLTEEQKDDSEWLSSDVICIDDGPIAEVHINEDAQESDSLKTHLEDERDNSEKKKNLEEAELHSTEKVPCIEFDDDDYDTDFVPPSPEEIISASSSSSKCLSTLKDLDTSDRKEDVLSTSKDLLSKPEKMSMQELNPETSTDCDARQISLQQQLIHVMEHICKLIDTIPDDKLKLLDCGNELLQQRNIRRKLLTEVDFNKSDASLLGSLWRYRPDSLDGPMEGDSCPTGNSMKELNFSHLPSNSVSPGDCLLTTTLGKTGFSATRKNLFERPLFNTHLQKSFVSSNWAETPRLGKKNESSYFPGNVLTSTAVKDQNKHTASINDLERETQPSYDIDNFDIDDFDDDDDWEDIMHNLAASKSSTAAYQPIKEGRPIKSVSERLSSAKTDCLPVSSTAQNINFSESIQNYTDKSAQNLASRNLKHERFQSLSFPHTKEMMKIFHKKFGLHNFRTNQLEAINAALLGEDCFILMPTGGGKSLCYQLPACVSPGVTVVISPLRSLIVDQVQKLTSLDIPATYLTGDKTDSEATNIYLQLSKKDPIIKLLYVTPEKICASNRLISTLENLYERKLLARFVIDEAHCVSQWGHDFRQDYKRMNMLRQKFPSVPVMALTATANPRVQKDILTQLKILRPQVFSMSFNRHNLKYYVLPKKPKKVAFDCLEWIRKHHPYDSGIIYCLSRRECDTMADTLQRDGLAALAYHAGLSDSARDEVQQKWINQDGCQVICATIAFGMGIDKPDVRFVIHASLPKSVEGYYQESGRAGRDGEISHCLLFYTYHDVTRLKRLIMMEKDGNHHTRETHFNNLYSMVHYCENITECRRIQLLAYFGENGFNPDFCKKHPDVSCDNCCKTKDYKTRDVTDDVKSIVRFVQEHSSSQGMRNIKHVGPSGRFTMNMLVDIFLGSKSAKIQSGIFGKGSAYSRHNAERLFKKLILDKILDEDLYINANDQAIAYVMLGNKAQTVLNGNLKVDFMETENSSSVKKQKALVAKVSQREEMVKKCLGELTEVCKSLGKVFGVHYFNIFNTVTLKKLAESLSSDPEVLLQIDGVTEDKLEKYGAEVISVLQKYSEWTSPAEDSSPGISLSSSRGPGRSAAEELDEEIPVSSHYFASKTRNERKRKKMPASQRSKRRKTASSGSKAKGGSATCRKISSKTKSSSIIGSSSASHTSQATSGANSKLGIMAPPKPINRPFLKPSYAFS
ERG-DNA inh: qHTS for Small Molecule Inhibitors of the ERG Ets/DNA interaction; Transcriptional regulator ERG (Homo sapiens), P11308; fluorescence polarization, His-ERG Ets domain / labelled DNA; Potency, µM (titrated, usually from 76.9 µM), without a hit: top-dose FP activity, negative = inhibition, most hits filed as inhibitors; actives 0.028% (n = 370,000); active = well fitted inhibition curve with a large enough effect in the polarisation, with a control signal flat; inconclusive = small, poorly fitted or top-dose-only effect, or effect the other way, or a change in a side signal; inactive = no such curve, though single readings can be large or run the other way; the % refers to the polarisation;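 note: polarization taken with two DNA probes labelled with fluorescein and Texas red; potency is the fitted concentration of half-maximal effect; % of control where 0% means no effect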
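His-tagged ERG Ets domain (1 uM in the protein solution; 300mM KCl, 50mM Tris-HCl, 1mM EDTA, 1mM DTT, pH 7.5) received compound, then a probe mix of 5 nM fluorescein-DNA and 100nM Texas-615-DNA. Fluorescence polarization was read for both dyes.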
Pol kappa inh: qHTS for Inhibitors of Polymerase Kappa. DNA polymerase kappa (Homo sapiens), Q9UBT6. purified Pol kappa, fluorescent DNA synthesis assay, 10 min. Potency, µM (doses to about 107 µM), inactives show at the highest dose activity, negative = inhibition, actives largely listed as inhibitors. actives 0.53% (n = 400,000). AID 588579, 2011; note: potency is the fitted concentration of half-maximal effect; % is set by controls: 0 for no effect and ±100 for the full control effect
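Kinetic fluorescence screen: compound preincubated 15 min RT with 10 nM enzyme; 50 nM substrate (final) initiates; reads at 0/10 min.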
12-LOX inh: Primary qHTS assay for inhibitors of human arachidonate 12S-lipoxygenase (ALOX12): Round 2 | Polyunsaturated fatty acid lipoxygenase ALOX12 (Homo sapiens), P18054 | purified 12hLO, xylenol orange hydroperoxide absorbance | Potency, µM (highest dose often 108 µM), without a hit: top-dose activity change, negative = inhibition, usual class: inhibitors | actives 1.1% (n = 580,000); note: potency is the fitted concentration of half-maximal effect; % is set by controls: 0 for no effect and ±100 for the full control effect
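Purified human 12hLO (150 nM final) in 25 mM Hepes, 0.01% Triton X-100, pH 7.0 was preincubated 15 min at room temperature with compound. Then 40 uM arachidonic acid was added, 30 min. Hydroperoxide was read by Fe-XO absorbance ratio 573/405 nm.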
Active calls of the source: *; ? = inconclusive; . = no result given; [ ] = dose if it differs, or a comment. Unless noted, calls come from the whole dose curve; as a rule, active = well fitted curve in the direction sought with a large enough effect; inconclusive = small, poorly fitted or top-dose-only effect, or another doubt; inactive = no such curve, though single readings can be large; an effect the other way counts as inactive or inconclusive.

SMILES | TRHR ag | APE1 inh | Pol beta inh | Pol iota inh | Anesthetic bind | BLM inh | ERG-DNA inh | Pol kappa inh | 12-LOX inh
CCOC(=O)c1cnc(C(F)(F)F)nc1Oc1ccccc1 | -0.3 | -2% | 20% | 5%[58.9 µM] | -10% | -1% | -9% | -3% | 17%
Cc1ccc(NC(=O)c2ccco2)c(NC(=O)COc2ccccc2)c1 | -0.8 | 7% | 26% | 13% | 1% | -3% | 0% | 4% | 20%
CC1CN(c2ccc(NS(=O)(=O)c3ccccc3)cc2C(=O)O)CC(C)O1 (stereo not drawn) | 0.3 | 0% | 25% | 53%[activator] | 4% | -12% | 0% | 2% | 50%[activator]
COc1cccc(-c2nccc(NCCc3c[nH]c4ccc(OC)cc34)n2)c1 | . | -2% | . | . | . | -11% | . | -7%[60.1 µM] | ?
COc1ccc(S(N)(=O)=O)cc1C(=O)NNC(=O)CN(C)S(=O)(=O)c1ccc(Cl)cc1 | 0.2 | 12% | . | 46%[activator] | . | . | -12% | 4% | 193%[activator]
CCOC(=O)c1cc(S(=O)(=O)NCc2ccc(OC)cc2)[nH]n1 | 0.3 | . | 2% | -5% | -7% | 1% | -2% | -1%[60.1 µM] | -26%
O=C(Cc1cccs1)Nc1ccc(N2CCOCC2)cc1 | -0.6 | ? | 25µM* | ? | -15% | -10% | 0% | -26% | ?
COc1ccc([N+](=O)[O-])cc1NC(=O)CCN1CCN(C)CC1 | -0.3 | 3% | -2% | 55%[activator] | -7% | 35%[activator] | -9%[15.4 µM] | -4% | 2%
Cc1ccc(CCNC(=O)C2CCCN(Cc3nc(-c4cccc(Cl)c4)oc3C)C2)cc1 (stereo not drawn) | 0.2 | . | 8% | 14% | -6% | -7% | -3% | -11% | ?
CN(C)S(=O)(=O)c1cccc(NC(=O)COc2nc3ccccc3nc2N2CCOCC2)c1 | 0.3 | 6% | 9% | 6% | -12% | 0% | 6% | -10% | ?
COc1ccc(NC(=S)N/N=C/c2cccn2Cc2ccc(F)cc2)cc1 | 0.3 | 7% | -1% | 21% | -9% | 11% | 5% | -15% | ?
CC(=O)OC1COC(N2CCc3cc([N+](=O)[O-])ccc32)C(OC(C)=O)C1OC(C)=O (stereo not drawn) | . | 9% | 21% | -2% | ? | -2% | 16% | -5% | 0%
Cc1cc(C)c(NC(=O)c2ccccc2C(=O)c2ccccc2)c(C)c1 | 5.9 | -3% | 1% | 2% | -9% | -5% | 1% | -14% | -1%
COc1cc(C2C(C(=O)Nc3ccccc3C)=C(C)Nc3nc(SCc4cc(C)ccc4C)nn32)ccc1O (stereo not drawn) | -0.6 | . | 16% | 13% | 6% | 0% | 3% | 13% | 1%
Nc1ccccc1N=c1ssnc1Cl | 10 | 10% | -5% | ? | 5% | -2% | 16% | -1% | ?
O=C(c1scc2c1CCCC2)N1CCOCC1 | -0.2 | 1% | 17% | 38%[activator] | -7% | -3% | -3% | -4% | ?
O=C1Nc2cc(C(=O)NCCCN3CCOCC3)ccc2S/C1=C/c1ccccc1F | 0.5 | 24% | 6% | 10% | -9% | 5% | 4% | 11% | 34%
COc1cc(/C=N/NC(=O)c2cc(-c3c(C)nn(-c4ccccc4)c3C)n[nH]2)ccc1O | 0.0 | ? | ? | 3.2µM* | -6% | -7% | 9% | ? | -3%
CCOC(=O)Cn1nc(C)c(-c2ccccc2)c1N | -0.2 | 1% | -9% | 9% | -14% | -1% | 0% | -4% | 0%
CC(=O)Nc1ccc(Oc2nc(-c3ccccn3)nc3ccccc23)cc1 | -0.9 | -12% | 32% | 169%[activator] | 4% | 3% | 4% | -11% | 437%[activator]
CCCCOC(=O)c1ccc(NC(=O)/C(C#N)=C/c2ccc(C)o2)cc1 | 2.7 | . | 30% | ? | -3% | -7% | -1% | -43% | ?
COc1ccccc1NC(=O)Cn1c(=O)n(-c2ccccc2)c(=O)c2oc3ccccc3c21 | 0.0 | 19% | 39% | 10% | 0% | 2% | -3% | -7% | -6%
CC1Cc2ccccc2N1S(=O)(=O)c1cccc(C(=O)OCC(=O)NC2CCS(=O)(=O)C2)c1 (stereo not drawn) | 0.1 | 1% | 0% | -2% | -20% | -4% | 5% | -5% | 0%
c1cnc2c(SCc3ccc(-c4nnco4)cc3)cccc2c1 | 0.4 | -5% | 0% | ? | -14% | -4% | -8% | -16% | 0%
O=C(COC(=O)c1ccc(C(F)(F)F)cc1)Nc1cccc(S(=O)(=O)NC2=NCCCCC2)c1 | . | 2% | . | 10% | . | . | -4% | -8% | 403%[activator]
CCn1c(CN2CCN(C)CC2)nc2cc(NC(=O)c3cc(OC)c(OC)c(OC)c3)ccc21 | 0.2 | . | -12% | 43%[activator] | -3% | -6% | 5% | 4% | -2%
COc1ccc(/C=C/C(=O)NC(=S)Nc2ccccc2C(=O)NC2CCCCC2)cc1 | -0.7 | 3% | 73% | 16% | -14% | 1% | . | -2%[60.1 µM] | -19%[57.4 µM]
CCOC(=O)Cc1csc(NC(=O)c2cnc3sc(C)cn3c2=O)n1 | -0.1 | -4% | 54%[activator] | 5% | -9% | -7% | -2% | -10% | -11%
CC(C)=CCC/C(C)=C/COc1c2occc2cc2ccc(=O)oc12 | . | ? | . | 3% | . | -19% | -2% | -25% | ?
COc1cc(NC(=O)CN(c2ccc(C)cc2)S(=O)(=O)c2c(C)n[nH]c2C)cc(OC)c1 | 0.4 | 7% | -13% | 149%[activator] | -23% | -10% | -9% | -6% | -3%

Reformatted comma-delimited: 2 of the compounds above.
SMILES,TRHR ag,APE1 inh,Pol beta inh,Pol iota inh,Anesthetic bind,BLM inh,ERG-DNA inh,Pol kappa inh,12-LOX inh
CCOC(=O)Cn1nc(C)c(-c2ccccc2)c1N,-0.2,1%,-9%,9%,-14%,-1%,0%,-4%,0%
CC(=O)Nc1ccc(Oc2nc(-c3ccccn3)nc3ccccc23)cc1,-0.9,-12%,32%,169%[activator],4%,3%,4%,-11%,437%[activator]

Continuation.
SMILES | TRHR ag | APE1 inh | Pol beta inh | Pol iota inh | Anesthetic bind | BLM inh | ERG-DNA inh | Pol kappa inh | 12-LOX inh
CC(C)c1ccc(C(O)c2nc3ccccc3n2C)cc1 (stereo not drawn) | -1.4 | 2% | 11% | 23% | -5% | -4% | 10% | 0% | ?
O=C(Nc1ccccc1)C1CC(=O)N(Cc2ccccc2)C1 (stereo not drawn) | -1.2 | 2% | -17% | 38%[activator] | -3% | -1% | 5% | -12% | .
CC(=O)OCCCNc1cc(Sc2nc3ccccc3s2)c2nonc2c1[N+](=O)[O-] | -0.1 | -2% | 9% | 24% | 5% | -9% | 0% | -6% | .
Cn1c(=O)c2c(nc(N3CCCCC3)n2CC(O)COc2ccccc2)n(C)c1=O (stereo not drawn) | -0.4 | 17% | 35% | 1% | -6% | -4% | -11% | -2% | 0%
N#Cc1ccncc1Sc1ccc(Cl)cc1 | -2.0 | 24% | 1% | 142%[activator] | 0% | -4% | 6% | -5% | 4%
CCOc1cc(C(=O)NCCc2csc(-c3ccc(C)cc3)n2)cc(OCC)c1OCC | -0.5 | . | 25% | -12% | 2% | -2% | -2% | -6%[60.1 µM] | -13%
CCOC(=O)N1CCN(C(=O)c2ccc3c(=O)n(CCOC)c(=O)[nH]c3c2)CC1 | -1.1 | 27% | 37% | 39%[activator] | -12% | 4% | 1% | -12% | 0%
Cc1nnc(SCc2ccc(Cl)c(Cl)c2)s1 | -1.0 | 3% | 12% | 17% | ? | -7% | -5% | -9% | -8%
O=[N+]([O-])c1ccc(Oc2ccc(S(=O)(=O)N3CCOCC3)cn2)cc1 | -0.1 | 10% | . | 30% | . | . | -6% | -5% | 1%
COc1nc2ccccc2cc1-c1noc(-c2cccnc2)n1 | 0.6 | 7% | 18% | . | -8% | -1% | . | . | .
COc1cccc(CN2CC(C(=O)NCCn3cccn3)CCC2=O)c1 (stereo not drawn) | 0.0 | 13% | 30% | 32%[activator] | -3% | -2% | -3% | -2% | 12%
COc1ccccc1-c1ccc2ncnc(NCCNC(C)=O)c2c1 | . | 2% | . | . | . | -7% | . | 0%[60.1 µM] | -56%
CC(C)(C)c1nnc(N/N=C/c2ccc(O)cc2)n(N)c1=O | 0.2 | 0% | -6% | 267%[activator] | -11% | 1% | -6% | -10% | -12%
Cc1c(C(=O)N2CCN(S(=O)(=O)c3ccccc3F)CC2)oc2c(Cl)cccc12 | 0.3 | 5% | . | ? | . | . | 10% | -15% | 147%[activator]
COc1ccc(NS(=O)(=O)c2cn(C)cn2)cc1 | 0.3 | 4% | 0% | 108%[activator] | -9% | -2% | -3% | -1% | 346%[activator]
O=C(CSCc1nc2cccnc2n1C1CCCCC1)NCc1cccc(Cl)c1 | -0.8 | . | -4% | 12% | -10% | -2% | 3% | -5%[60.1 µM] | -4%
CC(CC(=O)NCCc1ccc(Cl)cc1)S(=O)(=O)c1ccc2c(c1)NC(=O)CO2 (stereo not drawn) | -0.7 | 1% | 3% | 42%[activator] | -12% | 2% | 1% | 0% | 30%[activator]
CC(C)(C)c1cc(C(=O)NCC(=O)OCC(=O)c2cccc([N+](=O)[O-])c2)cc(C(C)(C)C)c1 | -0.3 | -6% | -12% | 6% | -17% | -4% | 6% | -14% | ?

Only part of the results is shown, so the mix of outcomes need not match the whole.
